OPRM1-OPRD1 ag – agonists of OPRM1-OPRD1 heterodimerization, primary screen, cell-based, luminescence. Mu-type opioid receptor (Homo sapiens) + Delta-type opioid receptor (Homo sapiens), …. cells. activation, % at 9.3 µM. 340,000 compounds, 0.3% hits; in the data active means activation above about 18%;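 further: 0% = vehicle-treated cells and 100% = reference agonist; values of inactives mirror those of a sister screen read the other way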
HTR5A inv ctr – HTR5A inverse agonists in luminescence cell assay, primary screen, counter-screen for OPRM1-OPRD1 heterodimer inverse agonist project, full-deck HTS; 340,000 compounds, 0.083% hits; 5-hydroxytryptamine receptor 5A (Homo sapiens), P47898; HTR5A cell line, inverse agonism; inhibition, % at 9.3 µM; in the data active means inhibition mostly above about 23%, no sharp cut-off; inactive means mostly below about 18%;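 further: 0% = cells with DMSO and 100% = no-cell wells with DMSO; some compounds called inactive have numbers as strong as hits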
Target sequence (P47898 whole entry, looked up): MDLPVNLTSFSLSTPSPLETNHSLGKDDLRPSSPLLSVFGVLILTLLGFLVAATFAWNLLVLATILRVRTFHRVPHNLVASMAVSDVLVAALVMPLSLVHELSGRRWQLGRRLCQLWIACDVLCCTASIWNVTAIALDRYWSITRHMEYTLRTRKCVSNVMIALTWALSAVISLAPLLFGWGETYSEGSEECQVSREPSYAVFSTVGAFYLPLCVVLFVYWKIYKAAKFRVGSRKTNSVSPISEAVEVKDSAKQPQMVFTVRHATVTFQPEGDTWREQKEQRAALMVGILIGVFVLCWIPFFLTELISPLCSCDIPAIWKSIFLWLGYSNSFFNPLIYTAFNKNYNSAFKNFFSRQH
PKA-R1A act – activators of PKA-R1A holoenzyme, primary screen, biochemical, fluorescence polarization, Cy5-IP20, bovine R1A, mouse PKAc | activation, % at 11.4 µM | 340,000 compounds, 0.083% hits | cAMP-dependent protein kinase type I-alpha regulatory subunit (Bos taurus) + … | AID 504707, 2011 | PKA-R1A dissociation; scaled: DMSO 0%, 113 µM cGMP 100%;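 active means percent activation above the mean of all tested compounds plus 3 SD, cut at about 19% in these data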;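 further: higher means more PKAc released from R1A so a rise in polarization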
Ecoli viability – E. coli V3065 growth inhibition, primary screen, counter-screen for AddAB inhibitor project, absorbance, OD600 | 18 h | inhibition, % at 11.9 µM | 330,000 compounds, 0.27% hits | AID 449728, 2010;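 active means inhibition above the campaign's mean inhibition across all tested compounds plus 3 SD, cut at about 9.9% in these data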;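 further: uninfected addAB+ strain grown without phage in ampicillin broth; 0% = DMSO wells and 100% = ciprofloxacin 0.95 µg/ml wells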
phage Ecoli inh – growth loss of phage-infected E. coli, primary screen, RecBCD inhibitor project, absorbance, with phage, HTS; inhibition, % at 11.9 µM; 360,000 compounds, 0.26% hits; in the data active means inhibition above about 11%
PKA-R2B act – activators of PKA-R2B holoenzyme, primary screen, biochemical, fluorescence polarization, Cy5-IP20, human | PKA-R2B holoenzyme dissociation; R2B truncated from residue 108, S112A mutant; 0% DMSO only, 100% 113 µM cGMP | 340,000 compounds, 0.079% hits | activation, % at 11.4 µM | AID 504700, 2011 | cAMP-dependent protein kinase catalytic subunit beta (Homo sapiens) + cAMP-dependent …;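 active means activation above a cutoff set at the mean over all compounds plus 3 SD, cut at about 18% in these data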;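 further: higher means more holoenzyme dissociation and a rise in polarization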
Target sequence (P31323 whole entry, looked up, other chains not shown, the tested form may be a part): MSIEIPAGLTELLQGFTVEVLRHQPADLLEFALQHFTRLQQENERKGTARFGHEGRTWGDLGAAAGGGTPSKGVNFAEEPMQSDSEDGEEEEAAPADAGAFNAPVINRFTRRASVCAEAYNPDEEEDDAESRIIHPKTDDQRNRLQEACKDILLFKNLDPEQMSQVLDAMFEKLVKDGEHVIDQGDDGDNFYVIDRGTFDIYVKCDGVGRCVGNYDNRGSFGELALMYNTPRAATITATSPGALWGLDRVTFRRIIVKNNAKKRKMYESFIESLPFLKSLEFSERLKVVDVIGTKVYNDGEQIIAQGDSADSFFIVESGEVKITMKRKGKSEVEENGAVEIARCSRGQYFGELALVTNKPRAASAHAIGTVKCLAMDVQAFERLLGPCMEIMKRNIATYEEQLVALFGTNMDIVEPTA
Tat export inh – E. coli Tat export inhibitors, primary screen, MC4100, TorA-mCherry reporter, fluorescence, single point | AID 488895, 2010 | inhibition, % at 10 µM | 340,000 compounds, 0.036% hits;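 active means mean replicate inhibition at least 50% and at least half of replicates individually reaching 50%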;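 further: exported cargo escapes ClpAP degradation while cytoplasmic cargo is degraded and loses fluorescence; 0% = median of neutral control wells and 100% = median of NaSCN control wells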
SUMO Mot1 rescue – yeast Mot1-301 growth rescue at high temperature, primary screen, SUMOylation pathway inhibitor project, S. cerevisiae, ATP luminescence, 38.5C; S. cerevisiae Mot1-301 growth rescue; percent above DMSO median, 100 means doubled; 320,000 compounds, 1% hits; AID 2716, 2010; growth rescue, % at 18.8 µM;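 active means every valid replicate shows activation above 250% relative to neutral control wells; inactive means the rest, any valid replicate at or below 250%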;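 further: OY570 slx delta 5 strain wells were the positive control but not used for scaling; some compounds called inactive have numbers as strong as hits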
PfHsp90 set2 – growth inhibition of PfHsp90-expressing yeast, primary screen, antimalarial PfHsp90 inhibitor project, S. cerevisiae, BacTiter-Glo luminescence, single point, set 2; BacTiter-Glo ATP, 48 h; yeast lacking PDR1 and PDR3 efflux regulators; inhibition, % at 9.4 µM; 310,000 compounds, 0.32% hits;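 active means every replicate shows inhibition above about 80%, whatever the replicate mean, limit read from the data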;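 further: 0% = DMSO neutral controls and 100% = 20 µM radicicol positive controls; yeast relying on Plasmodium falciparum Hsp90 in place of its own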
OPRM1-OPRD1 inv – inverse agonists of MOR-DOR heterodimerization, primary screen, cell-based, luminescence; Mu-type opioid receptor (Homo sapiens) + Delta-type opioid receptor (Homo sapiens), …; cell-based MOR-DOR heterodimer luminescence, inverse agonism; inhibition, % at 9.3 µM; 340,000 compounds, 0.21% hits; AID 504357, 2011; in the data active means inhibition above about 22%, passing the limit was not always enough;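 further: 0% = cells with DMSO and 100% = wells without cells with DMSO; values of inactives mirror those of a sister screen read the other way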
AddAB inh – growth inhibition of E. coli expressing H. pylori AddAB, primary screen, AddAB inhibitor project, absorbance | inhibition, % at 11.9 µM | 330,000 compounds, 0.29% hits; in the data active means inhibition above about 12%;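 further: 0% = vehicle wells of infected cells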
The depositor's hits bear a star; / = not tested or not shown. Not all compounds are listed (hit frequency here may not be typical).

SMILES	OPRM1-OPRD1 ag	HTR5A inv ctr	PKA-R1A act	Ecoli viability	phage Ecoli inh	PKA-R2B act	Tat export inh	SUMO Mot1 rescue	PfHsp90 set2	OPRM1-OPRD1 inv	AddAB inh
CN1CCC2(CC1)NC(=O)C1=C(CN(C)CC1)N2	-2.1	-7	-11	-1.6	-1.3	-5	-2	15	-2	12	1.6
CCC[C@H](N[C@@H](CCC)[C@H](O)c1ccccc1)[C@H](O)c1ccccc1	1.6	-12	-8	0.4	2.1	-3	1	-13	33	-8	-0.1
CCN1C(=O)C(=Cc2cc(C)n(C3CC3)c2C)C(=O)N(CC)C1=S	-0.6	-10	-10	-3.0	3.1	-4	-3	-30	-1	4	-0.8
COC(=O)C1=C(c2ccc(OCc3ccccc3)cc2)C[C@@H]2CC[C@H]1N2C(=O)NCc1ccc([N+](=O)[O-])cc1	-0.5	1	-13	0.2	3.6	-15	-2	5	-1	3	3.0
CCCCNS(=O)(=O)c1ccc(OCC(=O)N2CCN(Cc3ccc4c(c3)OCO4)CC2)cc1	-1.3	6	-4	0.8	2.5	8	3	-6	13	7	0.3
O=C(Nc1cccc(OC(=O)N2CCCCC2)c1)N1CCOCC1	-2.0	-18	-6	1.5	4.1	-10	9	-17	12	10	-1.2
Fc1ccc2c(c1)nnn2C1CCN(Cc2nnnn2CCc2ccccc2)CC1	/	/	0	-1.9	3.1	-12	-3	15	/	/	2.1
COC(=O)C1=C(c2ccc(S(C)(=O)=O)cc2)C[C@@H]2CC[C@H]1N2C(=O)NCCCOC(C)C	-0.8	-5	-4	1.4	2.4	-1	2	7	7	5	3.9
COc1ccc2c(c1OC)C(=O)OC2c1c(O)n(C2CCCCC2)c(=O)[nH]c1=O (stereo unspecified)	-1.7	-19	8	-0.2	0.5	4	-8	-7	4	9	-0.2
CCOC(=O)c1c(C)n(C(C)C)c2ccc(OC)cc12	-0.2	-13	-6	-0.7	3.2	1	0	12	12	1	-0.6
CCN(CC)C(=O)c1ccc(NC(=O)c2ccc(-c3nn(C)c(=O)c4ccccc34)cc2)cc1	0.0	-10	-15	0.5	5.0	-5	-4	18	14	0	2.9
CC(C)[N+](C)(CCC(C(N)=O)(c1ccccc1)c1ccccc1)C(C)C	-1.5	-23	11	-1.2	3.3	-9	-1	-18	2	8	-1.6
N#Cc1ccccc1Cn1cc(C(=O)c2ccco2)c2ccccc21	-0.2	3	8	-0.1	0.4	2	1	-26	8	1	0.5
CNC(=O)Oc1ccc(N(C)C)cc1C(C)C	0.3	-13	-5	1.2	2.1	-6	1	0	-11	-2	-0.7
c1ccc(CCN2CCC(N3CCN(c4ccccc4)CC3)CC2)cc1	-0.5	15	-2	1.0	1.2	0	3	23	-12	3	1.3
CCN(CC)c1ccc(/C=C/[N+](=O)[O-])cc1	2.8	-4	4	-0.3	4.3	-8	15	153	12	-15	0.1
COC(=O)C1=C(c2ccc(F)cc2OCc2ccccc2)C[C@@H]2CC[C@H]1N2C(=O)NCc1ccco1	-2.0	-13	6	-2.0	0.6	-13	1	10	-1	12	0.7
CCOc1cc(CNCCc2c[nH]c3ccccc23)cc(Cl)c1OCC	6.7	-35	4	4.6	2.4	-3	2	-19	3	-37	2.9
Clc1cccc(C2NCCc3[nH]cnc32)c1 (stereo unspecified)	-2.0	7	2	0.4	2.2	4	-4	7	-6	8	2.1
CC(C)CCOP(N)(=O)Oc1ccccc1Cl (stereo unspecified)	0.5	7	4	-1.5	1.8	-5	-3	-16	52	-3	1.5

An excerpt from above in order of number of heavy atoms, low to high:
SMILES	OPRM1-OPRD1 ag	HTR5A inv ctr	PKA-R1A act	Ecoli viability	phage Ecoli inh	PKA-R2B act	Tat export inh	SUMO Mot1 rescue	PfHsp90 set2	OPRM1-OPRD1 inv	AddAB inh
CCN(CC)c1ccc(/C=C/[N+](=O)[O-])cc1	2.8	-4	4	-0.3	4.3	-8	15	153	12	-15	0.1
CC(C)CCOP(N)(=O)Oc1ccccc1Cl (stereo unspecified)	0.5	7	4	-1.5	1.8	-5	-3	-16	52	-3	1.5
CCOC(=O)c1c(C)n(C(C)C)c2ccc(OC)cc12	-0.2	-13	-6	-0.7	3.2	1	0	12	12	1	-0.6
c1ccc(CCN2CCC(N3CCN(c4ccccc4)CC3)CC2)cc1	-0.5	15	-2	1.0	1.2	0	3	23	-12	3	1.3
Fc1ccc2c(c1)nnn2C1CCN(Cc2nnnn2CCc2ccccc2)CC1	/	/	0	-1.9	3.1	-12	-3	15	/	/	2.1
COC(=O)C1=C(c2ccc(S(C)(=O)=O)cc2)C[C@@H]2CC[C@H]1N2C(=O)NCCCOC(C)C	-0.8	-5	-4	1.4	2.4	-1	2	7	7	5	3.9
CCCCNS(=O)(=O)c1ccc(OCC(=O)N2CCN(Cc3ccc4c(c3)OCO4)CC2)cc1	-1.3	6	-4	0.8	2.5	8	3	-6	13	7	0.3

The results go on.
SMILES	OPRM1-OPRD1 ag	HTR5A inv ctr	PKA-R1A act	Ecoli viability	phage Ecoli inh	PKA-R2B act	Tat export inh	SUMO Mot1 rescue	PfHsp90 set2	OPRM1-OPRD1 inv	AddAB inh
CNC(=S)N1CCN(CCN=Cc2c(O)n(-c3ccc(C)cc3)c(=S)[nH]c2=O)CC1	-1.9	-1	3	0.0	-0.6	-5	-4	-5	5	10	2.2
CC1=CC(C)CC(C)OC(=O)CC(c2ccc(O)cc2)NC(=O)C(Cc2c(Br)[nH]c3ccccc23)N(C)C(=O)C(C)NC(=O)C(C)C1 (stereo unspecified)	-1.4	-20	2	/	0.9	-12	-18	/	105*	6	/
CN(C)c1ccc(/C=C2\CC3C4CC=C5CC(O)CCC5(C)C4CCC3(C)C2=O)cc1 (stereo unspecified)	-3.7	0	0	0.5	3.9	-5	6	-16	-6	20	0.9
CN1CCCN(C(=O)COc2ccc(F)cc2Cl)CC1	-3.2	-1	13	-0.3	1.5	4	-8	23	3	16	4.1
COc1ccc(Oc2cc(NC(=O)c3nn(C)cc3[N+](=O)[O-])cc([N+](=O)[O-])c2)cc1	1.3	0	-9	0.2	1.6	1	0	-16	-1	-7	-1.3
CCOc1ccc(-n2c(CC)nc3ccccc3c2=O)cc1	-0.3	1	-2	1.4	2.5	1	5	298	4	2	1.9
Cc1ccccc1CN1CCN(c2ccc(Cl)cc2)CC1	7.7	15	-2	-2.3	2.5	-13	-2	14	-31	-38	-0.5
COc1cccc(CN2CCN(Cc3cccc(F)c3)CC2)c1	-3.1	-22	-1	-1.6	-1.5	1	10	7	34	14	0.9
CC[C@H]1CN2CCC1C[C@@H]2[C@H](O)c1ccnc2ccc(OC)cc12 (stereo partly specified)	1.8	7	-3	/	2.4	5	0	/	-1	-9	/
CC12CCC(O)CC1CCC1C2CCC2(C)C(C(=O)CC(O)C(F)(F)F)CCC12 (stereo unspecified)	7.5	-9	1	/	1.3	-15	-3	/	-15	-33	/
Cc1cc(OCC(=O)NCc2cccnc2)c2c3c(c(=O)oc2c1)CCCC3	-1.8	-4	2	0.2	1.9	7	0	11	-8	9	2.7
Cc1ccc2nsnc2c1-n1c(C)nc2ccccc2c1=O	4.1	-34	-2	2.2	4.2	7	-3	-3	1	-21	2.1
CC(=O)NC(=O)NC(C)Cc1ccccc1 (stereo unspecified)	-0.7	-44	3	-0.6	1.7	3	7	-33	2	4	-2.5
CC(C)N1CCN(Cc2cccc([N+](=O)[O-])c2)CC1	-1.8	5	-12	-2.8	1.0	-4	-2	-9	-21	10	-0.2
Cc1nn(-c2ccccc2)c2c1C(c1ccc3c(c1)OCO3)SCC(=O)N2 (stereo unspecified)	-2.2	17	-5	-0.6	3.1	1	0	-1	-1	12	3.5
O=[N+]([O-])c1cc(Cl)c(Cl)cc1Cl	-2.2	-10	-3	-2.5	2.9	3	1	124	-14	12	-2.2
O=P1(Nc2ccc(F)cc2)COc2ccccc2OC1	-1.6	-5	-2	-3.9	3.4	-3	-8	-16	9	8	0.0
O=C(Nc1cccc(OC(=O)N2CCCCC2)c1)N1CCCCC1	3.6	-15	-8	1.6	3.4	2	-10	135	-4	-20	3.6
O=C(Cn1c(=O)n(CC2CS2)c2ccccc21)N1CCCCC1 (stereo unspecified)	/	/	1	0.0	4.1	-8	-7	194	-3	/	0.5
CN1C(=O)NC(=O)/C(=C\c2ccc([N+](=O)[O-])o2)C1=O	4.8	16	8	-3.7	/	-6	0	10	10	-23	-1.7
C=CCn1c(O)c(C(CC)=Nc2ccccc2NC(C)=O)c(=O)[nH]c1=O	-0.1	7	2	-2.1	0.1	1	-1	14	-39	1	-0.5
O=C(c1ccc(Cl)cc1)C1CCCN(Cc2ccc3ncccc3c2)C1 (stereo unspecified)	13	-8	-10	-0.3	-1.9	-9	-2	258*	-17	-60	0.1
CCNc1nc(NC(C)(C)C)nc(SC)n1	-2.0	-7	-1	-0.4	3.0	-3	1	312	1	11	0.2
COCc1ccc(CN2CCCC(C(=O)c3sccc3C)C2)o1 (stereo unspecified)	-1.6	-16	-10	-3.4	1.3	11	-11	-7	-22	8	0.2
NC(Cc1ccc(O)cc1)C(=O)NN=Cc1ccc(N(CCCl)CCCl)cc1 (stereo unspecified)	-3.7	-19	-7	/	-0.7	-7	3	/	-2	19	/
CC(C)c1ccccc1OCC(=O)N1CCCN(C)CC1	-3.8	-2	1	-0.1	0.2	0	-3	-1	12	19	0.1
C=C1C/C(=C/C)C(=O)O[C@@H]2CCN3CC=C(COC(=O)[C@]1(C)O)[C@H]23	-1.4	18	-4	0.0	-0.1	1	-1	-14	-1	7	4.2
CC(C)C(C)(NC(=O)c1cccn(Cc2ccc3c(c2)OC(F)(F)O3)c1=O)C(N)=O (stereo unspecified)	0.6	14	-2	0.2	2.9	-11	1	1	0	-5	-2.6
CCCNS(=O)(=O)c1ccc(OCC(=O)N2CCN(Cc3ccc4c(c3)OCO4)CC2)cc1	1.6	-11	-3	-1.8	0.8	1	4	-19	15	-9	-3.2
S=C1CN=C(c2ccccc2Cl)c2cc(Cl)ccc2N1	-3.4	8	14	1.7	-0.8	-8	3	72	-4	20	1.3

Screening data as filed in PubChem.
